Tat export inh: E. coli Tat export inhibitors, primary screen, MC4100, TorA-mCherry reporter, fluorescence, single point; inhibition, % at 10 µM; hit rate 0.036% among 340,000; AID 488895, 2010;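 active = mean replicate inhibition at least 50% and at least half of replicates individually reaching 50%; inconclusive = only one of the two criteria met; inactive = neither criterion met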;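 also: exported cargo escapes ClpAP degradation while cytoplasmic cargo is degraded and loses fluorescence; 0% = median of neutral control wells and 100% = median of NaSCN control wells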
CAL PDZ FP-1: CAL PDZ peptide-binding inhibitors, primary screen, biochemical, fluorescence polarization, Cer-tagged CAL PDZ, HTS. Golgi-associated PDZ and coiled-coil motif-containing protein (Homo sapiens), Q9HD26. purified CAL PDZ, TMR-peptide fluorescence polarization, 1 h. inhibition, % at 20 µM. AID 504414, 2011. hit rate 0.02% among 330,000;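 active = highest replicate inhibition of at least 40%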;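 also: plate controls were DMSO neutral control wells for no effect and unlabeled competitor peptide control wells for full effect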
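material = purified tagged CAL PDZ domain construct (CerCALP) | compound dosing = 20 µM, one dose | times = 1 h at RT | measured by = fluorescence polarization from S- and P-plane intensities, G-factor corrected | read-out = inhibition from polarization loss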
AddAB inh: growth inhibition of E. coli expressing H. pylori AddAB, primary screen, AddAB inhibitor project, absorbance. AID 435030, 2010. inhibition, % at 11.9 µM. hit rate 0.29% among 330,000; in the data active = inhibition above about 12%;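 also: 0% = vehicle wells of infected cells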
Wnt bcat act: Wnt/beta-catenin pathway activators, primary screen, cell-based, plate reader, single point | Wnt/beta-catenin reporter cell assay, activator | AID 743398, 2014 | activation, % at 9.35 µM | hit rate 1.2% among 300,000; in the data active = activation above about 30%, passing the limit was not always enough; inconclusive = no clear call, values can overlap the other calls;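 also: 0% = neutral control wells and 100% = positive control wells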
E coli growth: E. coli V3065 growth inhibition, primary screen, counter-screen for AddAB inhibitor project, absorbance, OD600; 18 h; inhibition, % at 11.9 µM; hit rate 0.27% among 330,000; AID 449728, 2010;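 active = inhibition above the campaign's mean inhibition across all tested compounds plus 3 SD, cut at about 9.9% in these data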;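 also: uninfected addAB+ strain grown without phage in ampicillin broth; 0% = DMSO wells and 100% = ciprofloxacin 0.95 µg/ml wells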
phage Ecoli inh: growth loss of phage-infected E. coli, primary screen, RecBCD inhibitor project, absorbance, with phage, HTS; hit rate 0.26% among 360,000; inhibition, % at 11.9 µM; in the data active = inhibition above about 11%
CAL PDZ FP-2: untagged CAL PDZ binding inhibitors, primary screen, biochemical, fluorescence polarization, HTS | Golgi-associated PDZ and coiled-coil motif-containing protein (Homo sapiens), Q9HD26 | purified CAL PDZ, TMR-peptide fluorescence polarization, 1 h | inhibition, % at 24.9 µM | hit rate 0.92% among 300,000 | AID 602252, 2012;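 active = mean inhibition of at least 30% with at least half of replicates also reaching 30%; inconclusive = no clear call, values can overlap the other calls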;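 also: 0% = DMSO neutral control and 100% = excess unlabeled competitor peptide PRC23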
SR-BI uptake up: activators of SR-BI mediated DiI-HDL uptake, primary screen, ldlA[mSR-BI] CHO cells, DiI fluorescence; 3 h; 100 = double the neutral-control signal; activation, % at 12.5 µM; hit rate 0.096% among 320,000;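 active = mean replicate activation of at least 60% and every replicate at or above 60%; inconclusive = mean or all-replicate condition met, but not both; inactive = mean below 60% and not all replicates reaching 60%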;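 also: 0% = median plate neutral-control signal and 100% = twice that signal; values of inactives mirror those of a sister screen read the other way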
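Test system: SR-BI-overexpressing, LDLR-lacking CHO cells. Measured by: DiI fluorescence, bottom read. Medium: Ham's F12 with 0.5% BSA, HEPES 25 mM, pH 7.4. Timing: 3 h uptake period with compound, 37 °C.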
MITF act: activators of MITF-driven TRPM1 promoter reporter, primary screen, cell-based, SK-MEL-5, luciferase, single point; activation, % at 12.5 µM; hit rate 0.75% among 300,000; AID 588334, 2011; SK-MEL-5 TRPM1-promoter luciferase, 24 h; % of positive control, neutral wells = 0;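 active = mean activation of at least 80% with every replicate also reaching 80%; inconclusive = mean reaches 80% but some replicate falls short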;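 also: 0% = neutral control wells and 100% = parthenolide positive control wells; values of inactives mirror those of a sister screen read the other way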
SR-BI HDL uptake: inhibitors of SR-BI mediated HDL lipid uptake, primary screen, ldlA[mSR-BI] cells, fluorescence, single point; inhibition, % at 12.5 µM; hit rate 0.96% among 320,000; AID 488896, 2010; Scavenger receptor class B member 1 (Mus musculus), Q61009; ldlA[mSR-BI] CHO cells, DiI-HDL uptake fluorescence, 3 h;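 active = mean replicate inhibition of at least 70% and a set share of replicates each scoring 70 or more; inconclusive = meets just one of the two criteria; inactive = fails both criteria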;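 also: 0% = median of neutral control wells and 100% = median of positive control wells; values of inactives mirror those of a sister screen read the other way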
Target sequence (Q61009 whole entry, looked up): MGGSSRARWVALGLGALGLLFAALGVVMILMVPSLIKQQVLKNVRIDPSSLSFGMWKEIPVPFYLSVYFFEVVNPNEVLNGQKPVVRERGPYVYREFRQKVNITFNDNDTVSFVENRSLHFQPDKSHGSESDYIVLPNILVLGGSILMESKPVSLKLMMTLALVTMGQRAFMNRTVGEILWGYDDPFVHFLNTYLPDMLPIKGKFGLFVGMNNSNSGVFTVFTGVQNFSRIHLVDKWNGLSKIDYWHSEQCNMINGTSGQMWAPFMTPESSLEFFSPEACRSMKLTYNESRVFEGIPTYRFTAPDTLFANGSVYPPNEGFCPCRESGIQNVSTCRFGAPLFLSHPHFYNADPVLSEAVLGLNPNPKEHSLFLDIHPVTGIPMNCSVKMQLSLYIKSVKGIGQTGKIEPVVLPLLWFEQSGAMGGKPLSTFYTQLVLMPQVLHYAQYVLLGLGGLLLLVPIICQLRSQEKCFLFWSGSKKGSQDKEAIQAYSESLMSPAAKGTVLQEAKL
Starred values were filed as active, the others as inactive; ? = inconclusive; · = no result given.

Results follow in this order: Tat export inh	CAL PDZ FP-1	AddAB inh	Wnt bcat act	E coli growth	phage Ecoli inh	CAL PDZ FP-2	SR-BI uptake up	MITF act	SR-BI HDL uptake
C=CCc1ccccc1OCC(O)CNC1CCCC1 (centres undefined)
    5	-0.6	2.7	-4	3.0	4.0	1	-2	-9	2
O=S(=O)(Nc1c(O)ccc2ccccc12)c1cccc2ccccc12
    -4	0.6	2.9	·	-0.6	·	·	-5	·	5
CCN(C(=O)COc1ncnc2ccccc12)C1CCCCC1
    -3	-0.3	-2.1	-6	0.5	2.9	-1	8	-13	-8
CC1CCCCN1C(=O)Cn1c(=O)n(CCC(=O)NCc2ccco2)c(=O)c2sccc21 (centres undefined)
    -5	0.0	0.4	·	-2.7	0.7	-6	23	-7	-23
CN(CCC1CCOCC1)C(=O)CC1C(=O)NCCN1Cc1ccoc1 (centres undefined)
    2	0.6	-1.4	-1	-1.9	-0.8	-3	24	10	-24
Cc1ccc(S(=O)(=O)Nc2cc(C)cn(Cc3ccc(F)cc3)c2=O)cc1
    -1	-3.8	0.2	1	-4.2	-1.7	-5	·	-12	·
CN(C)C(/C=C/Nc1ccccc1F)=C(C#N)C#N
    -7	-0.3	1.5	-3	-0.3	0.7	5	-13	-12	13
CC(C)CNC(=O)c1ccccc1C(=O)NC1(C(=O)NCC(C)C)CCCC1
    -1	-0.2	·	-5	·	4.1	-2	-1	-6	1
O=C(CCC1CCCC1)N1CCN(C(=O)COc2ccccc2)CC1
    4	-0.8	3.6	·	-0.2	2.1	-6	-4	5	4
COc1ccc(C2=NOC(Cn3nc(-c4ccccc4)cc3C(=O)NCc3ccc(C)cc3)C2)cc1 (centres undefined)
    -2	-1.1	-0.1	0	1.8	0.2	0	2	5	-2
CSc1ccccc1C(=O)N(C)C(c1ccccc1)c1ccccc1
    10	-4.7	3.4	-1	0.1	-0.8	0	-11	6	11
O=C(CN1CCN(Cc2cccc(Cl)c2)C1=O)NCc1ccccn1
    -2	-0.9	-1.2	-2	-0.4	2.4	·	·	10	·
CN(Cc1ccc(F)cc1)C(=O)c1cccc(OCc2ccccc2)c1
    9	-0.7	2.9	-2	2.8	-0.9	-2	16	-3	-16
Cc1ccc(S(=O)(=O)N(C)c2ccc(C(=O)Nc3ccc(C)cn3)cc2)cc1
    7	-3.1	4.0	0	-0.1	-0.1	2	-43	-9	43
CN(C)c1ccc(N=Nc2cccc3ccoc23)cc1
    -5	-0.7	-0.4	?	0.7	2.1	-7	23	60	-23
COc1cccc2c(=O)n(CC(=O)N3CCCCCC3)ccc12
    1	0.7	0.7	2	1.5	2.0	-1	29	4	-29
COCC1CCN(C(=O)c2cc(COc3ccc4ncccc4c3)on2)CC1
    0	-1.0	-0.7	-2	0.9	1.9	0	-7	-3	7
COc1cc(C(=S)N2CCCC2)cc(OC)c1O
    -2	-2.3	2.4	·	0.3	1.4	·	21	0	-21
COC(=O)c1ccc(CN2CCN(Cc3ccc(C(=O)OC)o3)CC2)o1
    9	·	3.8	2	1.5	3.9	-6	10	3	-10
Cc1ccc(N(C(C)C(=O)Nc2cccc(N(C)S(C)(=O)=O)c2)S(C)(=O)=O)cc1 (centres undefined)
    19	·	2.3	0	-2.2	4.9	-7	-8	0	8
Cc1c(-c2ccccc2)cn2c1-c1ccc(C)n1CC2
    5	-3.3	0.1	·	-2.4	1.2	0	-20	·	20
CC(=O)/C(C=Nc1noc(C)c1Br)=C(\C)O
    3	0.1	5.2	0	-1.8	3.8	6	4	·	-4
O=C(CCC1CCCC1)c1c(O)c2ccccc2oc1=O
    3	-0.6	1.3	7	2.2	3.9	-2	6	·	-6
NC(=O)c1ccc(NC(=O)COC(=O)c2cc3c(s2)CCC3)cc1
    -2	-0.3	0.6	-1	-0.5	2.7	-2	-9	8	9
CCN(NC(=O)C(O)(c1ccccc1)c1ccccc1)C(=O)c1ccccc1
    13	-2.3	0.1	·	-2.1	1.9	-2	-12	6	12
CCOCCCNC(=O)c1ccc2c(=O)n(Cc3ccc(OC)cc3)c(=O)[nH]c2c1
    0	1.4	-1.6	0	-2.3	0.9	1	·	1	·

Just CAL PDZ FP-1 (two entries from above):
SMILES	CAL PDZ FP-1
CN(CCC1CCOCC1)C(=O)CC1C(=O)NCCN1Cc1ccoc1 (centres undefined)	0.6
CSc1ccccc1C(=O)N(C)C(c1ccccc1)c1ccccc1	-4.7

Not a retest: 14 of the compounds above.
Results follow in this order: Tat export inh	CAL PDZ FP-1	AddAB inh	Wnt bcat act	E coli growth	phage Ecoli inh	CAL PDZ FP-2	SR-BI uptake up	MITF act	SR-BI HDL uptake
CC(C)CNC(=O)c1ccccc1C(=O)NC1(C(=O)NCC(C)C)CCCC1
    -1	-0.2	·	-5	·	4.1	-2	-1	-6	1
O=C(CCC1CCCC1)N1CCN(C(=O)COc2ccccc2)CC1
    4	-0.8	3.6	·	-0.2	2.1	-6	-4	5	4
COc1ccc(C2=NOC(Cn3nc(-c4ccccc4)cc3C(=O)NCc3ccc(C)cc3)C2)cc1 (centres undefined)
    -2	-1.1	-0.1	0	1.8	0.2	0	2	5	-2
CSc1ccccc1C(=O)N(C)C(c1ccccc1)c1ccccc1
    10	-4.7	3.4	-1	0.1	-0.8	0	-11	6	11
O=C(CN1CCN(Cc2cccc(Cl)c2)C1=O)NCc1ccccn1
    -2	-0.9	-1.2	-2	-0.4	2.4	·	·	10	·
CN(Cc1ccc(F)cc1)C(=O)c1cccc(OCc2ccccc2)c1
    9	-0.7	2.9	-2	2.8	-0.9	-2	16	-3	-16
Cc1ccc(S(=O)(=O)N(C)c2ccc(C(=O)Nc3ccc(C)cn3)cc2)cc1
    7	-3.1	4.0	0	-0.1	-0.1	2	-43	-9	43
CN(C)c1ccc(N=Nc2cccc3ccoc23)cc1
    -5	-0.7	-0.4	?	0.7	2.1	-7	23	60	-23
COc1cccc2c(=O)n(CC(=O)N3CCCCCC3)ccc12
    1	0.7	0.7	2	1.5	2.0	-1	29	4	-29
COCC1CCN(C(=O)c2cc(COc3ccc4ncccc4c3)on2)CC1
    0	-1.0	-0.7	-2	0.9	1.9	0	-7	-3	7
COc1cc(C(=S)N2CCCC2)cc(OC)c1O
    -2	-2.3	2.4	·	0.3	1.4	·	21	0	-21
COC(=O)c1ccc(CN2CCN(Cc3ccc(C(=O)OC)o3)CC2)o1
    9	·	3.8	2	1.5	3.9	-6	10	3	-10
Cc1ccc(N(C(C)C(=O)Nc2cccc(N(C)S(C)(=O)=O)c2)S(C)(=O)=O)cc1 (centres undefined)
    19	·	2.3	0	-2.2	4.9	-7	-8	0	8
Cc1c(-c2ccccc2)cn2c1-c1ccc(C)n1CC2
    5	-3.3	0.1	·	-2.4	1.2	0	-20	·	20

High-throughput results (PubChem)

Rows are unselected; overall some 3.6% were active at least once.
